FLuc counter: inhibits or activates purified firefly luciferase, miR-21 counter-screen; P08659; purified FLuc, Km substrates, luminescence inhibition; Potency, µM (titrated, usually from 57.5 µM), inactives show top-dose activity change, negative = inhibition, hits mostly inhibitors; 360,000 tested, 6.9% active; AID 588342;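 note: potency is the fitted concentration of half-maximal effect; plate controls were vehicle for no effect and reference inhibitor for full effect; nearly all actives have a fitted effect of over 55% in size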
Target sequence (P08659 whole entry, looked up): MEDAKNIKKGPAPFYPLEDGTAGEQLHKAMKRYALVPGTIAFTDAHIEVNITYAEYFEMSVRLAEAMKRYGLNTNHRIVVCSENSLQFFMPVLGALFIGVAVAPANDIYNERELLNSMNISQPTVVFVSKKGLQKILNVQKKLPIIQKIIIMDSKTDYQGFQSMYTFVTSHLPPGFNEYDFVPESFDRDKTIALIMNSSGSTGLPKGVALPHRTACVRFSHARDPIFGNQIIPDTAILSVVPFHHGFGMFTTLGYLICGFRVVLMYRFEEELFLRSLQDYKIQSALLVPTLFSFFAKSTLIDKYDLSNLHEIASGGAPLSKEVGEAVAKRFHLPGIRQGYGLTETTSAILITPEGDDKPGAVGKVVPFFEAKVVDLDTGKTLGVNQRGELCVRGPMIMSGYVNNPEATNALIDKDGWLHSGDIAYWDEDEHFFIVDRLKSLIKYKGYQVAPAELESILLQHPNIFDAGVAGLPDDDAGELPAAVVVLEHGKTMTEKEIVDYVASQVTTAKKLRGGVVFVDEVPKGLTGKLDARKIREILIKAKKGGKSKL
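Biochemical qHTS of compounds, final roughly 60 µM downward over six points, against 10 nM purified firefly luciferase using Km concentrations of substrates (10 uM D-luciferin, 10 uM ATP) in Tris acetate pH 7.5 buffer; luminescence output.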
Rab9 prom act: Rab9 promoter activation. Huh7 Rab9 promoter-luciferase reporter, luminescence, 24 h. Potency, µM (doses to about 9.22 µM), without a hit: top-dose activation, negative = inhibition, actives largely listed as activators. 320,000 tested, 2.8% active; note: potency is the fitted concentration of half-maximal effect; % of control where 0% means no effect; nearly all actives have a fitted effect of over 60% in size
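Using Huh7 cells stably transfected with Rab9 promoter–luciferase, compounds were incubated 24 h at 37 °C, 5% CO2; luciferase luminescence was read 10 min after reagent addition.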
Giardia killer: Giardia lamblia killing. Giardia lamblia trophozoite viability. activity change, % at 7.66 µM, hits read low. 340,000 tested, 0.15% active; in the data active = activity change below about -80%; inconclusive = between about -30% and that limit;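 note: parasites exposed to compound for two days anaerobically before the ATP read; % is set by controls: 0 for no effect and ±100 for the full control effect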
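Viability, read as ATP luminescence: trophozoites at 100 cells/well, compound added, 48 hrs anaerobic at 37 deg C, then 15-30 min room-temperature development before reading.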
Coupling enz: counter-screen for Giardia aldolase inhibitors: coupling enzyme system | coupling enzyme system counterscreen, AmpLite Red fluorescence | activity change, negative = inhibition, % at 58.2 µM, hits read low | 290,000 tested, 0.67% active | AID 2472; in the data active = activity change below about -30%; note: % is set by controls: 0 for no effect and ±100 for the full control effect
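First, compound is pin-transferred into glyceraldehyde-3-phosphate coupling-enzyme reagent at 57.5 uM final and held 10 min at RT. Next, substrate, coupling system and AmpLite Red are added. After 20 min RT, fluorescence (525/598 nm) is read.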
uPA surface inh: cell surface uPA generation inhibition; cell surface uPA generation assay, qHTS; 330,000 tested, 0.31% active; AID 540303; Potency, µM (doses to about 38.3 µM), for the others: at the top dose activity change, negative = inhibition, usual class: inhibitors; active = well fitted inhibition curve with a large enough effect; inconclusive = small, poorly fitted or top-dose-only effect; inactive = no such curve, though single readings can be large or run the other way; tested in mouse RAW 264.7 cells; note: potency is the fitted concentration of half-maximal effect; % is set by controls: 0 for no effect and ±100 for the full control effect; nearly all actives have a fitted effect of over 55% in size
NPC1 promoter act: activates the NPC1 promoter; Huh7 NPC1 promoter luciferase reporter, 24 h; Potency, µM (titrated, usually from 9.22 µM), for inactives: at the top dose activation, hits mostly activators; 320,000 tested, 2.4% active; AID 485313;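 note: potency is the fitted concentration of half-maximal effect; % of control where 0% means no effect; nearly all actives have a fitted effect of over 60% in size; reporter is driven by a mutant NPC1 promoter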
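Stably transfected Huh7 (NPC1 promoter→luciferase), 1500 cells/well in Opti-MEM + 10% FBS, 2 h settle, then compound 24 h at 37 °C. Luminescence after 10 min with Amplite reagent.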
RORg inh: blocks mouse ROR gamma transcriptional activity. P51450. Drosophila S2 Gal4-RORgamma UAS-luciferase reporter, 20 h. Potency, µM (highest dose often 53.6 µM), inactives show at the highest dose activity change, negative = inhibition, usual class: inhibitors. 310,000 tested, 5.4% active. AID 2551; note: potency is the fitted concentration of half-maximal effect; % is set by controls: 0 for no effect and ±100 for the full control effect; nearly all actives have a fitted effect of over 60% in size
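A Gal4/UAS one-hybrid system in insect cells: metallothionein-promoter Gal4–ROR gamma fusion plus Photinus luciferase reporter. Copper sulfate 700 uM final, 20 hr ambient incubation, luminescent detection after 10 min with reagent.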
Gal4-VP16 FLuc: inhibits Gal4-VP16 luciferase reporter, ROR gamma counter-screen; Drosophila S2 Gal4-VP16 UAS-luciferase, luminescence, 20 h; Potency, µM (titrated, usually from 53.6 µM), without a hit: top-dose activity, negative = inhibition, usual class: inhibitors; 310,000 tested, 3.5% active; AID 2546;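 note: Gal4-VP16 expression switched on by copper sulfate through the metallothionein promoter; potency is the fitted concentration of half-maximal effect; % is set by controls: 0 for no effect and ±100 for the full control effect; nearly all actives have a fitted effect of over 50% in size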
KCNH2 3.1 block: blocks the human KCNH2 3.1 channel isoform; U2OS KCNH2 3.1, thallium flux FluxOr; active compounds read low; activity change, % (tested at about 1.8 µM); 340,000 tested, 0.95% active;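 active = maximum activity change below -70%; inconclusive = maximum activity change from -70% to -50%; inactive = maximum activity change above -50%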;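 note: thallium influx rate constant from kinetic fluorescence after stimulation buffer; % is set by controls: 0 for no effect and ±100 for the full control effect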
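Steps: virus added to U2OS suspension (4 h, RT, dark); medium with 10% FBS added, cells plated, 37 C overnight; FluxOr/Red40 loading buffer 45 min RT; stimulation buffer, 2 min kinetic read; rate constant normalized.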
ELG1 genotoxic: inducers of genotoxicity in HEK293T ELG1-luciferase cells | Potency, µM (highest dose often 46 µM), inactives show top-dose activity change, positive = activation, hits mostly activators | 330,000 tested, 1.3% active | HEK293T ELG1-luciferase reporter, luminescence, 16 h | AID 504466; note: potency is the fitted concentration of half-maximal effect; % of control where 0% means no effect; nearly all actives have a fitted effect of over 60% in size
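HEK293T cells expressing luciferase-tagged ELG1 were exposed to compound or DMSO vehicle for 16 hr at 37 °C and 5% CO2. Luciferase activity was then measured with ONE-Glo after 30 min at room temperature.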
Tb PFK inh: T. brucei PFK enzyme inhibition. T. brucei PFK, ADP-Glo luminescence. Potency, µM (highest dose often 57.5 µM), without a hit: top-dose activity, negative = inhibition, actives largely listed as inhibitors. 330,000 tested, 0.17% active. AID 485367;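 note: potency is the fitted concentration of half-maximal effect; 0% = uninhibited 1x PFK enzyme wells and -100% = no-enzyme wells; nearly all actives have a fitted effect of over 60% in size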
Target sequence (O15648 whole entry, looked up): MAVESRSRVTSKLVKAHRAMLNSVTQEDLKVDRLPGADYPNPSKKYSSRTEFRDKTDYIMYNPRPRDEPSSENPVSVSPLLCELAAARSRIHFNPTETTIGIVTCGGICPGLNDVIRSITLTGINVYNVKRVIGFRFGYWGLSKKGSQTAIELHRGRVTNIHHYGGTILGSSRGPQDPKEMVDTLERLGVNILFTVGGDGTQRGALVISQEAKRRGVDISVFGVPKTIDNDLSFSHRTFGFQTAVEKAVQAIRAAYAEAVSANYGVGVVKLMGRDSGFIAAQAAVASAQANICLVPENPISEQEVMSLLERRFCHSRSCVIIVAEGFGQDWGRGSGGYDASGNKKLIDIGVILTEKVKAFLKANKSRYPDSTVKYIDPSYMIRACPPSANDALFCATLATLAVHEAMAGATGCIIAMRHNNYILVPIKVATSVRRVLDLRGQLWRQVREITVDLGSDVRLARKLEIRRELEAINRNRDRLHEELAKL
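ADP-Glo luminescence quantified ADP after 45 min at room temperature, with 1.25 nM T. brucei PFK, 0.1 mM ATP and 0.5 mM fructose-6-phosphate in pH 8.0 TEA buffer. qHTS titrations up to 57 µM; curves classified by quality.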
* marks the source's active call; other numbers are inactive results; ? = inconclusive; . = not tested or not shown; [ ] = remark or other dose. Unless noted, calls come from the whole dose curve; as a rule, active = well fitted curve in the direction sought with a large enough effect; inconclusive = small, poorly fitted or top-dose-only effect, or another doubt; inactive = no such curve, though single readings can be large; an effect the other way counts as inactive or inconclusive.

SMILES	FLuc counter	Rab9 prom act	Giardia killer	Coupling enz	uPA surface inh	NPC1 promoter act	RORg inh	Gal4-VP16 FLuc	KCNH2 3.1 block	ELG1 genotoxic	Tb PFK inh
O=C(CCSc1ccccc1)NC1CCCCCC1	11µM*	-8%	-1	0	-2%	0%	17%	2%	2	0%	3%
Cc1nn(C)cc1C(C(=O)NC1CCCCC1)N(Cc1ccc(F)cc1)C(=O)c1cnccn1 (centres undefined)	-1%	-1%	-27	3	-3%	1%	-1%	-1%	-6	1%	4%
O=C1CC(c2cccs2)Cc2nc(NC(=O)C3CC3)ncc21 (centres undefined)	-2%	-2%	-20	2	-1%	1%	27%	-7%	-5	3%	0%
Cn1cnnc1SCC(=O)NNC(=O)c1ccc([N+](=O)[O-])cc1	.	.	3	.	5%	.	.	.	-7	0%	-1%
Cc1nc2ccccc2c2oc(C(=O)N3CCC(C)CC3)cc12	?	14%	-2	0	5%	13%	0%	6%	6	0%	-3%
Cc1ccccc1C(=O)NC(NC(=O)c1ccccc1C)c1cccc([N+](=O)[O-])c1	0%	-3%	-6	1	10%	-5%	3%	-17%	-9	-1%	0%
O=C(NCc1ccco1)C1Cc2ccccc2CN1C(=O)c1ccco1 (centres undefined)	-1%	17%	5	0	-4%	23%	?	-6%	-4	-4%	-10%
CC1(C)CC(C)(c2ccc(O)cc2O)N(c2ccc3ccccc3c2)C(=S)N1 (centres undefined)	0%	-5%	-6	-8	-4%	-2%	7.9µM*	?	11	-2%	-2%
CC1CCN(S(=O)(=O)c2ccc(NC(=O)C3CC3)cc2)CC1	1%	-2%	-5	0	1%	1%	14%	1%	9	-6%	7%
COc1ccccc1/C=C\C=N\n1c(-c2ccc(Cl)cc2)n[nH]c1=S	?	-10%	19	-2	0%	-1%	1.6µM*	?	-13	0%	-21%
CN(C)c1nc(=NCc2ccco2)ss1	?	1%	?	-56*	0%	12%	?	?	-6	5%	-1%
Clc1ccc(SCCCCN2CCNCC2)cc1	-10%	12%	-25	1	?	4%	12%	-7%	-28	1%	-5%
CCCCCCn1c2c(c(=N)c3c1CCC3)CCC2	-2%	-52%[inhibitor]	23	1	.	-35%[inhibitor]	11µM*	11µM*	0	-13%	0%
CC(C)[C@H](NC(=O)[C@@H]1CSC2c3ccccc3C(=O)N21)C(=O)NC1CCCC1 (some centres undefined)	-1%	-7%	-6	.	-11%	-1%	4%	0%	2	-4%	0%
O=C1CC(C(=O)Nc2ccccc2)C2(CCCCC2)O1 (centres undefined)	-2%	1%	7	1	-3%	-3%	0%	0%	-2	4%	3%
Cc1ccc(/C=N/N2CCN(c3ccccn3)CC2)o1	?	?	-1	0	-4%	?	24%	-13%	8	18%	-5%
COCc1c(C(N)=O)nnn1-c1nonc1N	1%	0%	-1	2	5%	-3%	-28%	-4%	-4	1%	2%
CCCc1cc(C(=O)Nc2cc(Br)ccc2O)no1	?	25%	-4	0	-19%	16%	?	-1%	27	13µM*	-5%
NNc1nc2sc3c(c2c(=O)n1-c1ccccc1)CCCC3	12µM*	1%	-7	1	-6%	-6%	?	?	-1	5%	4%
Fc1ccc(Cn2c(SCc3ccc(F)c(C(F)(F)F)c3)nnc2C(F)(F)F)cc1	-2%	-8%	-1	-3	.	1%	?	11%	7	-5%	-17%
Cc1cc(NCCO)c2cc(O)ccc2n1	3%	15%	-3	0	-2%	1%	-18%	8%	-1	0%	2%
COc1ccc(/C=C2/SC(=O)N(CCC(=O)Nc3ccc(C)cc3)C2=O)cc1OC	-2%	0%	.	0	.	0%	-26%	-21%	.	15%	-1%
CC1CC(C)CN(C(=O)Cn2c(=O)c3cccn3c3cccnc32)C1 (centres undefined)	-2%	-7%	5	.	0%	6%	-25%	0%	6	-1%	-4%
CCN(C(=O)COC(=O)c1cncc(Br)c1)C1CCS(=O)(=O)C1 (centres undefined)	-1%	-2%	-8	1	4%	-4%	15%	0%[10 µM]	-10	3%	0%
Cc1csc(=O)n1CCC(=O)OCC(=O)NNC(=O)c1ccccc1	3%	2%	11	.	2%	0%	.	.	31	0%	1%
CC(C)(C)OC(=O)C[C@@H]1C/C=C\C[C@H](CC(=O)N(CCO)Cc2ccccc2)C(=O)NC[C@H](c2ccccc2)OC1=O	.	.	-4	.	-6%	.	.	.	6	-5%	-2%
COc1cc(NC(C)=O)ccc1-c1cc2ccccc2oc1=O	-2%	-2%	5	-3	-1%	-2%	13%	-19%	1	-2%	0%
Cc1cccc(N/C(N)=N/c2nc(C(F)(F)F)cc(=O)[nH]2)c1C	-1%	0%	-15	-4	-1%	-5%	-13%	-1%	21	10%	3%
COc1ccc(Cn2cnc3c(N)c(C)c(C)cc32)cc1	-8%	5%	12	0	0%	8%	-27%	-15%	22	0%	1%
CN(Cc1ccon1)C(=O)CCc1nnc(CCCCc2ccccc2)o1	-3%	-21%	3	0	-2%	?	3%	23%	-6	0%	-1%
O=C(CNC(=S)N(Cc1ccccc1)Cc1ccccc1F)NCCc1ccc(Cl)cc1	-7%	3%	-3	-3	2%	-3%	?	-21%	-26	-9%	1%
CC(C)(C)NC(=O)CSc1nc2[nH]ncc2c(=O)[nH]1	-2%	-7%	0	4	6%	-5%	8%	0%	-12	5%	0%
CC1(C)Oc2ccc3ccc(=O)oc3c2C[C@H]1O	4%	-6%	-8	3	-3%	-6%	0%	-14%	7	7%	0%
N#Cc1ccccc1OCC(=O)OCC(=O)NCc1ccc2c(c1)OCO2	-3%	0%	21	.	8%	1%	.	.	1	-3%	-9%
Cc1ccc(Cl)cc1NC(=O)Nn1cnnc1	2%	4%	-22	-2	-10%	0%	-2%	-1%	7	0%	-12%
Cc1ccc(S(=O)(=O)N(C)C)cc1-n1c(SCC(=O)N(C)C)nc2ccccc2c1=O	2%	-1%	-21	4	8%	-6%	37%	5%	0	5%	-4%
CC(C)(C)Nc1nc(Nc2ccc([N+](=O)[O-])cc2)nc(NC(C)(C)C)n1	-1%	1%	1	-3	0%	-4%	17%[1.91 µM]	-1%	14	-5%	-2%
CCOC(=O)c1sc2ncnc(N3CCN(c4ccc(OC)cc4)CC3)c2c1C	-2%	2%	1	0	11%	-2%	28%	-1%	4	-2%	0%
O=C(NCCc1ccccc1)C1c2ccccc2C(=O)N1Cc1cccs1 (centres undefined)	-10%	2%	-4	-4	2%	-3%	31%	10%	3	4%	-5%
COc1ccc(-n2c(SCC3OCCO3)nc3c(sc(=S)n3-c3ccccc3)c2=O)cc1OC	-12%	1%	2	-1	-3%	-2%	16%	1%	-8	0%	-2%
CCCC(=O)Nc1cc(S(=O)(=O)N(CC)CC)ccc1Cl	2%	2%	8	1	4%	0%	15%	0%	-2	1%	1%
COc1ccccc1/C=C/C(=O)NCCc1ccccn1	13µM*	2.8µM*	-7	-9	-3%	?	4%	?	-11	?	-3%

A section from further up, for reference:
SMILES	FLuc counter	Rab9 prom act	Giardia killer	Coupling enz	uPA surface inh	NPC1 promoter act	RORg inh	Gal4-VP16 FLuc	KCNH2 3.1 block	ELG1 genotoxic	Tb PFK inh
Cc1ccc(Cl)cc1NC(=O)Nn1cnnc1	2%	4%	-22	-2	-10%	0%	-2%	-1%	7	0%	-12%
Cc1ccc(S(=O)(=O)N(C)C)cc1-n1c(SCC(=O)N(C)C)nc2ccccc2c1=O	2%	-1%	-21	4	8%	-6%	37%	5%	0	5%	-4%
CC(C)(C)Nc1nc(Nc2ccc([N+](=O)[O-])cc2)nc(NC(C)(C)C)n1	-1%	1%	1	-3	0%	-4%	17%[1.91 µM]	-1%	14	-5%	-2%
CCOC(=O)c1sc2ncnc(N3CCN(c4ccc(OC)cc4)CC3)c2c1C	-2%	2%	1	0	11%	-2%	28%	-1%	4	-2%	0%
O=C(NCCc1ccccc1)C1c2ccccc2C(=O)N1Cc1cccs1 (centres undefined)	-10%	2%	-4	-4	2%	-3%	31%	10%	3	4%	-5%
COc1ccc(-n2c(SCC3OCCO3)nc3c(sc(=S)n3-c3ccccc3)c2=O)cc1OC	-12%	1%	2	-1	-3%	-2%	16%	1%	-8	0%	-2%
CCCC(=O)Nc1cc(S(=O)(=O)N(CC)CC)ccc1Cl	2%	2%	8	1	4%	0%	15%	0%	-2	1%	1%
COc1ccccc1/C=C/C(=O)NCCc1ccccn1	13µM*	2.8µM*	-7	-9	-3%	?	4%	?	-11	?	-3%
